High-throughput results from PubChem.
All columns: NCI-60 one-dose screen, growth in % after 48 h at 10 µM unless noted; 100 = growth as untreated, 0 = no growth, -100 = all killed.
MDA-MB-435 = MDA-MB-435 melanoma. AID 1794794. 82,000 tested, 7.8% active
RPMI-8226 = RPMI-8226 leukemia cells; AID 1794781; 77,000 tested, 7.5% active
MDA-MB-468 = MDA-MB-468 breast cancer; 78,000 tested, 8.5% active; AID 2202374
MOLT-4 = MOLT-4 leukemia cells. 80,000 tested, 6.9% active. AID 1794779
K-562 = K-562 leukemia; 78,000 tested, 7.4% active
SR = SR leukemia cells; 73,000 tested, 8.7% active
CCRF-CEM = CCRF-CEM leukemia. 77,000 tested, 7% active
MDA-MB-231 = MDA-MB-231 breast cancer; 81,000 tested, 5% active; AID 1794789
Numbers without * were called inactive; · = no result given; & = joins results of further samples; [ ] = remark or other dose. Rule for the calls: active = growth percent below 10; inactive = the rest.

SMILES	MDA-MB-435	RPMI-8226	MDA-MB-468	MOLT-4	K-562	SR	CCRF-CEM	MDA-MB-231
COc1cc2nnc3c4ncccc4c(C#N)n3c2cc1OC	116	·	105	118	113	118	·	107
O=Cc1c([O-])on[n+]1-c1ccc(Cl)cc1	107	100	114	77	109	92	106	106
CCOC(=O)Nc1ccc(-c2nc(-c3cccc(O)c3)c(-c3ccnc(Br)c3)[nH]2)cc1	·	·	11	2.2*	12	9.7*	23	39
NCCCC[C@@H](N)C[C@H]1O[C@@H](n2cnc3c(N)ncnc32)[C@H](O)[C@@H]1O	101	108	106	110	104	109	106	109
N=c1scc(-c2ccccc2)n1CC(=O)N1CCN(c2ccccc2)CC1	97	92	107	100	104	90	96	95
Cn1cccc1C(=O)c1n[nH]n2c1nc(=O)c1sc3c(c12)CCCC3	106	100	101	92	101	85	93	112
CC1=CC(C)(C)NC(=S)N1CCO	95&101	108&101	105&98	106	113	89&104	107	97&100
O=c1[nH]cc(S)c(=O)[nH]1	106	111	100	138	111	119	108	111
C=CCOB(OCC=C)OCC=C	103	98	105	89	97	92	·	106
COc1cc(OC)c(S(N)(=O)=O)cc1C(C)=O	107	103	98	·	·	·	109	101
Cc1[nH]c(C2CC(c3ccc(C(F)(F)F)c(F)c3)=NN2c2ccccc2)c(C)c1C(=O)O (configuration not stated)	96	77	83	69	59	85	83	92
C=C(C)[C@@H]1CCC[C@]2(C(=O)O)CC[C@]3(C)[C@@H](CC[C@@H]4[C@@]5(C)C/C(=C/c6ccncc6)C(=O)C(C)(C)[C@@H]5CC[C@]43C)[C@@H]12	20	-9.5*	17	6.4*	14	3.5*	0.8*	12
COC(=O)Nc1nc2ccc(C(=O)c3ccc(N(C)C4COC4)cc3)cc2[nH]1	-26*	22	-8.9*	11	7.8*	14	16	38
Cc1cc(O)c2c(c1O)C(=O)C13C(=C2O)C(=O)C2C(O)C1C1C(O)C3C(=O)C3=C(O)c4c(O)cc(C)c(O)c4C(=O)C321 (configuration not stated)	-15*	-4.0*	·	9.0*	9.5*	13	4.2*	14
COc1ccc(N2C(=O)C(=S)N(c3ccc(C)cc3)C2=O)cc1	98	93	103	95	83	90	92	111
CCCCC[n+]1ccc(SCC(=O)N(C)c2ccccc2Br)c2ccccc21	102	96	111	105	91	111	104	118
CCOC(=O)c1nn(CC(O)c2ccccc2)c(NC(=O)Nc2cccc3ccccc23)c1C (configuration not stated)	105	80	106	93	85	108	93	88
O=C(CCCCCC1CCCCC1)OC1CCCC1	107	102	100	100	101	98	103	114
Nc1nc(-c2cc3c(cc2Cl)NC(=O)/C3=C/c2ccc(Cl)cc2)cs1	1.6*	32	-14*	16	5.8*	14	19	2.9*
COc1cc2nc(-c3ccc(Cl)cc3)cc(OCCCNCC3CCCO3)c2cc1OC (configuration not stated)	12	8.6*	46	41	17	19	49	34

Compound profiles (already shown).
`CCCCC[n+]1ccc(SCC(=O)N(C)c2ccccc2Br)c2ccccc21` is entered as MDA-MB-435: 102; RPMI-8226: 96; MDA-MB-468: 111; MOLT-4: 105; K-562: 91; SR: 111; CCRF-CEM: 104; MDA-MB-231: 118
`Cc1[nH]c(C2CC(c3ccc(C(F)(F)F)c(F)c3)=NN2c2ccccc2)c(C)c1C(=O)O` (configuration not stated) is entered as MDA-MB-435: 96; RPMI-8226: 77; MDA-MB-468: 83; MOLT-4: 69; K-562: 59; SR: 85; CCRF-CEM: 83; MDA-MB-231: 92

More records follow.
SMILES	MDA-MB-435	RPMI-8226	MDA-MB-468	MOLT-4	K-562	SR	CCRF-CEM	MDA-MB-231
Cc1cccc[n+]1CCC[n+]1ccccc1C	102	99	103	86	103	96	100	115
CC(=O)c1ccc2c(c1)c1ccccc1n2C	99	93	79	82	87	78	71	102
CN(C)C(=O)OCC1COc2ccccc2O1 (configuration not stated)	108	95	83	106	97	·	79	95
C=CCC(O)c1ccc(C(C)C)cc1 (configuration not stated)	100	101	122	104	96	96	97	110
COc1nc2c(cc1S(=O)(=O)c1ccccc1)CCc1c-2cnn1Cc1ccccc1	59	33	46	45	38	26	69	59
CCCCCCCCC(=O)OCCCC1CCCO1 (configuration not stated)	100	104	99	103	101	87	109	108
O=C(O)CN(Cc1ccccc1)Cc1ccccc1	117	97	90	100	93	100	89	91
COc1ccncc1C(=O)Nc1ccc(-n2cnc3ccccc32)cc1	97	84	97	86	86	76	96	105
COc1cc(C2CC(=O)Nc3c(-c4ccc(Cl)cc4)nsc32)c(OC)c2c1OCO2 (configuration not stated)	86	89	·	80	97	113	84	·
COC(OC)c1cc(C)nc(NS(=O)(=O)c2ccc(N)cc2)n1	106	100	105	99	99	105	85	104

Some of these compounds in order of count of non-hydrogen atoms, high to low:
SMILES	MDA-MB-435	RPMI-8226	MDA-MB-468	MOLT-4	K-562	SR	CCRF-CEM	MDA-MB-231
COc1nc2c(cc1S(=O)(=O)c1ccccc1)CCc1c-2cnn1Cc1ccccc1	59	33	46	45	38	26	69	59
COc1cc(C2CC(=O)Nc3c(-c4ccc(Cl)cc4)nsc32)c(OC)c2c1OCO2 (configuration not stated)	86	89	·	80	97	113	84	·
COc1ccncc1C(=O)Nc1ccc(-n2cnc3ccccc32)cc1	97	84	97	86	86	76	96	105
COC(OC)c1cc(C)nc(NS(=O)(=O)c2ccc(N)cc2)n1	106	100	105	99	99	105	85	104
O=C(O)CN(Cc1ccccc1)Cc1ccccc1	117	97	90	100	93	100	89	91
CN(C)C(=O)OCC1COc2ccccc2O1 (configuration not stated)	108	95	83	106	97	·	79	95
C=CCC(O)c1ccc(C(C)C)cc1 (configuration not stated)	100	101	122	104	96	96	97	110

Next section:
SMILES	MDA-MB-435	RPMI-8226	MDA-MB-468	MOLT-4	K-562	SR	CCRF-CEM	MDA-MB-231
CC(C)[C@@H]1NC(=O)Nc2nc3ccccn3c2C1=O	96	100	97	85	97	94	100	107
Cn1c(N2CCN(C(=O)c3ccc(Cl)cc3)CC2)nc(-c2ccccc2)cc1=O	100	95	96	90	97	89	89	76
CCCCC(CC)C(C#CC(C(CC)CCCC)N(C)C)N(C)C (configuration not stated)	103	107	93	101	105	92	100	110
Cc1cc(C)c2ccc(NC(=O)c3cccs3)nc2n1	101	94	79	106	105	91	94	88
COC1=C(NCc2ccccc2)C(=O)C(OC)=C(NCc2ccccc2)C1=O	109	101	112	98	98	100	109	83
Cc1ccc2c(c1)c1nc3cc(C)c(C)cc3nc1n2CCN(C)C	16	2.0*	-2.9*	8.6*	8.1*	6.5*	26	19
CCCCC[C@H]1C/C=C2/C(=O)C(Cl)=C[C@@H]2C/C=C\CCCC(=O)O1	-48*	-23*	-27*	-2.8*	2.4*	2.6*	0.5*	-11*
Cc1nc(-c2cccc(-c3nc4ccccc4n3Cc3ccc(Cl)cc3)c2)no1	101	80	98	76	80	82	86	92
C=CCn1c(SCC(=O)Nc2ccc(Cl)cc2)nnc1-c1ccc(Cl)cc1	98	105	103	90	94	101	90	88
C=CCn1cc(/C=C/C(=O)c2cc3ccccc3oc2=O)c2ccccc21	113	108	99	81	86	67	81	91
C=C(C)[C@@H]1CCC=C2CC[C@]3(C)[C@H](CC[C@@H]4[C@@]5(C)Cc6c(n(CC#CCN7CCN(C)CC7)c7ccccc67)C(C)(C)[C@@H]5CC[C@]43C)[C@H]21	101	102	108	98	93	92	95	108
CCN(CC)CCOc1cc(C)ccc1C	114	103	101	105	95	96	105	96
O=C(Nc1ccc(Cl)cc1)C(Cl)Cl	79	105	81	95	79	89	103	89
CCOC(=O)C1=C(CSc2nnnn2-c2ccccc2)N(C)C(=O)NC1c1ccccc1 (configuration not stated)	96	100	97	75	84	87	104	96
CNC(=O)c1cc(-c2ccc(NC(=O)Nc3ccc(F)c(C(F)(F)F)c3)cc2)nc2cccnc12	96[6.25 µM]	119[6.25 µM]	100[6.25 µM]	96[6.25 µM]	96[6.25 µM]	93[6.25 µM]	·	71[6.25 µM]
CN(C)c1ccc(/C=N/Nc2ncc(C(N)=O)c(N)n2)cc1	101	101	96	82	84	94	97	99
CNc1ncnc2nc[nH]c12	110	107	119	113	107	101	103	114
COc1ccc(Nc2nc(C3CC3)cs2)cc1	97	106	103	93	·	98	104	113
OB(O)c1ccsc1-c1nc2ccc3[nH]ncc3c2c2c1CCCC2	27	60	8.6*	58	56	14	56	70
CC(Nc1nc2sc3c(c2c(=O)[nH]1)CCCC3)c1nnnn1-c1ccc(Br)cc1 (configuration not stated)	104	67	83	58	·	87	76	83
Cc1c(Cl)cccc1NC(=O)c1sc2nc3c(cc2c1N)C(=O)CCC3	-44*	5.1*	49	6.7*	7.1*	3.0*	7.1*	13
O=C(NN=C1CCCC1)c1ccc([N+](=O)[O-])cc1	98	103	101	108	112	110	100	90
CC(C)N(C(=S)S)C(C)C	108&110	94	99&96	108&101	105&101	107&85	23&102	106&117
NS(=O)(=O)c1ccc(NC(=O)/C(=C\c2ccc(Cl)cc2Cl)NC(=O)c2ccccc2)cc1	98	92	110	92	88	97	105	105
C=C1CCC2C3(C)COC(c4ccco4)OC3CCC2(C)C1C/C=C1/C(=O)OCC1O (configuration not stated)	87	17	81	91	45	29	10	115
Cc1cccc(Cl)c1NC(=O)N(C)c1ccccc1	103	99	108	103	96	·	·	97
COc1ccc(-c2nc3ccc(-c4nnc(SCC(=O)Nc5ccc(Cl)cc5)o4)cc3[nH]2)cc1OC	76	84	72	74	41	65	74	87
Cc1nc(/N=C(/N)N(C)C)[nH]c(=O)c1C	112	87	108	104	94	123	87	118
CS(=O)c1nc2ncc([N+](=O)[O-])c(=O)n2[nH]1 (configuration not stated)	101	98	100	93	98	93	96	103
Cc1n[nH]c(=O)n(/N=C\c2c[nH]c3ccccc23)c1=O	107	105	106	92	94	108	96	123
C=C1CC2(OC1=O)C(=O)Nc1ccccc12 (configuration not stated)	50	24	-11*	19	22	5.2*	1.0*	66
COc1ccc(NC(=O)CSc2oc(-c3ccccc3)nc2S(=O)(=O)c2ccc(Br)cc2)c(OC)c1	104	74	83	62	90	77	100	78
CCCCCC[C@@H](O)C/C=C\CCCCCCCC(=O)O	100	104	·	146	103	158	112	105
CCN(CC)CCCC(C)Nc1ccnc2cc(C(F)(F)F)ccc12 (configuration not stated)	100	95	96	96	97	94	104	87
O=C1/C(=C/c2ccc3c(c2)OCO3)COc2ccc(-c3ccccc3)cc21	92	94	88	95	60	100	96	98
CC(=O)Nc1n[nH]c(=S)s1	93	92	·	108	128	106	116	77
COc1ccc2oc(=O)cc(/C=C3/C(=O)N(c4ccccc4)N=C3C)c2c1	105	102	92	98	95	115	104	111
O=C(CBr)OCc1ccc([N+](=O)[O-])o1	107	86	109	96	111	88	74	101
COc1ccc(N2C(=O)c3ccccc3[C@@H](C(=O)O)[C@H]2c2ccccc2)cc1	100	94	86	116	105	114	94	96
Cc1cc(C(=O)Nc2sc3c(c2C(N)=O)CCC(=O)C3)ccc1OCCN1CCCCC1	103	86	112	52	53	82	77	101
COC1=C(OC)C(=O)C(SC/C=C(\C)CCCC(C)CCCC(C)CCCC(C)C)=CC1=O (configuration not stated)	19	·	43	10	8.3*	·	·	15
CCc1cc(-c2cc(CC)nc(N)n2)nc(N)n1	113	107	97	97	100	·	102	·
C(=N\Nc1ncc(-c2cc3cc4c(cc3o2)OCO4)s1)/c1ccco1	69	31	27	9.9*	22	·	17	42
CC1=C(C)C(=O)C(C(CCCCCC(=O)O)c2ccccc2)=C(C)C1=O (configuration not stated)	112	107	109	69	·	99	103	108
COC1OC2COC(c3ccccc3)OC2C(O)C1NC(=O)c1ccccc1 (configuration not stated)	104	111	99	90	105	108	·	126
COc1ccccc1NS(=O)(=O)c1ccc(C)cc1	103	79	103	94	89	78	78	103
NS(=O)(=O)c1ccc(CN=CC2=CNC3C=CC=CC23)cc1 (configuration not stated)	100	97	91	100	101	97	101	100
CC(=O)Nc1cc(Cl)c(Nc2cc(S(=O)(=O)O)c(N)c3c2C(=O)c2ccccc2C3=O)c(Cl)c1	111	92	86	97	105	36	62	98
CC1CCCC(C)C1O (configuration not stated)	113	106	116	128	122	129	102	101
COc1cccc(OC)c1-c1nnn(C)c1C(=O)N1CCN(c2ccc(C#N)cc2Cl)CC1	106	108	98	103	118	104	103	103

Carrying on.
SMILES	MDA-MB-435	RPMI-8226	MDA-MB-468	MOLT-4	K-562	SR	CCRF-CEM	MDA-MB-231
C=CCn1c(SCC(=O)Nc2ccc(C(=O)/C=C/c3ccc(Cl)cc3)cc2)nnc1-c1ccc(OC)c(OC)c1	98	54	89	75	·	·	95	87
CC(C)(NC(=O)O[C@H]1CCNC1)c1csc(-c2ccc(F)cc2)n1	101	110	91	94	101	99	98	96
COc1ccc(-n2c(-c3ccccc3)c(-c3ccccc3)c3c(SCC(=O)N/N=C/c4ccccc4[N+](=O)[O-])ncnc32)cc1	95	70	35	102	77	105	90	80
O=C1OC(=O)C2=C1C1C=CC2O1	103	·	121	110	85	95	·	112
Cc1ccc2nc(N)[nH]c2c1	110	106	108	98	94	90	101	113
CCOc1ccc2c(c1)c(C)cc(C)[n+]2CC	74	52	9.8*	65	47	·	71	91
NS(=O)(=O)c1ccc(C(=O)N2N=C(c3ccccc3)CC2c2ccc(Cl)cc2)cc1 (configuration not stated)	102	88	98	84	90	86	98	92
CC(C)(O)c1ccc(C(=O)O)cc1	108	102	85	95	103	85	99	104

Random draw from the library. Share with any hit: about 16%.
